# Vif-A3G inh: qHTS for Inhibitors of Vif-A3G Interactions: qHTS; DNA dC->dU-editing enzyme APOBEC-3G (Homo sapiens), Q9HC16; HeLa A3G-eYFP + Vif (tagged APOBEC3G with the HIV-1 protein that degrades it), YFP fluorescence, overnight; Potency, µM (top dose mostly 46.1 µM), inactives show at the top dose activity, negative = active, most hits filed as inhibitors; actives 0.076% (n = 410,000); AID 602310, 2012;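 further: potency means the concentration at half of the fitted maximal effect; on the % scale 0 is the no-effect control and ±100 the full control effect; nearly all actives have a fitted effect of over 60% in size; hits raise eYFP signal because A3G escapes Vif-driven loss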
# Target sequence (Q9HC16 whole entry, looked up): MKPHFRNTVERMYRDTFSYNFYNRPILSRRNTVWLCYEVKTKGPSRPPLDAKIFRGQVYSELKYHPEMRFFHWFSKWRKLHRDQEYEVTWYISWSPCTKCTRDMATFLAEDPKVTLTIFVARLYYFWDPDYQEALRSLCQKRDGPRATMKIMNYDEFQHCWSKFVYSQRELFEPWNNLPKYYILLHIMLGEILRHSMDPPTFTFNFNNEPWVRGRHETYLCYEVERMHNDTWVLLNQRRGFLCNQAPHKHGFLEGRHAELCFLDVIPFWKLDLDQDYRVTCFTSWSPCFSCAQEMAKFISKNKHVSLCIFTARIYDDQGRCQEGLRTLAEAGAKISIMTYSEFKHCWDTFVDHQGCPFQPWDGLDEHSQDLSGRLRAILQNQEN
#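 Read-out is eYFP fluorescence (Ex 488/Em 500-530) from Vif-expressing HeLa A3G-eYFP cells; more signal means A3G escaped Vif-mediated degradation. Cells plated overnight, compound pinned in, incubated overnight at 37 deg C.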
# USP1-UAF1 inh: Inhibitors of USP1/UAF1: Primary Screen. Ubiquitin carboxyl-terminal hydrolase 1 (Homo sapiens), O94782. recombinant USP1/UAF1, Ub-Rhodamine cleavage fluorescence. Potency, µM (titrated, usually from 57.1 µM), for the others: at the top dose activity change, negative = inhibition, actives largely listed as inhibitors. actives 0.23% (n = 390,000). AID 743255, 2014; further: potency means the concentration at half of the fitted maximal effect; on the % scale 0 is the no-effect control and ±100 the full control effect; nearly all actives have a fitted effect of over 60% in size; inactives centre near -12
#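 1 nM enzyme complex + cpd, 15 min RT; start with Ub-Rho 150nM final; kinetic fluorescence ex 480/em 540, 6 reads q60 s. Buffer 50mM HEPES pH 7.8, 0.5mM EDTA, 0.1 mg/ml BSA, 1mM TCEP, 0.01% Tween-20.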
# TrxR1 substrate: qHTS Assay for Substrates of Mammalian Selenoprotein Thioredoxin Reductase 1 (TrxR1): qHTS | Potency, µM (doses to about 114 µM), inactives show top-dose activity change, negative = substrate turnover | purified TrxR1 substrate turnover, NADPH consumption readout | AID 588456, 2011 | Thioredoxin reductase 1, cytoplasmic (Rattus norvegicus), O89049 | actives 0.01% (n = 390,000); further: potency means the concentration at half of the fitted maximal effect; on the % scale 0 is the no-effect control and ±100 the full control effect; nearly all actives have a fitted effect of over 50% in size
#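 Rat TrxR1, dispensed at 90 nM, was prereduced with 400 uM NADPH (final) for 5 min at ~22 deg C, then incubated with compound 15 min before 400 uM selenite. A first-read NADPH fluorescence drop versus no-compound background flagged substrates.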
# PI4K2A inh: qHTS for small molecular inhibitors of PI4K2A; Phosphatidylinositol 4-kinase type 2-alpha (Homo sapiens), Q9BTU6; purified PI4K2A, ADP-Glo luminescence, 1 h; hits give low values; activity change, negative = inhibition, % at 76.9 µM; actives 0.13% (n = 420,000); AID 1346378, 2018; in the data active means activity change below about -50%; inconclusive means mostly about -30% to -49%;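 further: -100% = wells without enzyme as full effect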
# Target sequence (Q9BTU6 whole entry, looked up): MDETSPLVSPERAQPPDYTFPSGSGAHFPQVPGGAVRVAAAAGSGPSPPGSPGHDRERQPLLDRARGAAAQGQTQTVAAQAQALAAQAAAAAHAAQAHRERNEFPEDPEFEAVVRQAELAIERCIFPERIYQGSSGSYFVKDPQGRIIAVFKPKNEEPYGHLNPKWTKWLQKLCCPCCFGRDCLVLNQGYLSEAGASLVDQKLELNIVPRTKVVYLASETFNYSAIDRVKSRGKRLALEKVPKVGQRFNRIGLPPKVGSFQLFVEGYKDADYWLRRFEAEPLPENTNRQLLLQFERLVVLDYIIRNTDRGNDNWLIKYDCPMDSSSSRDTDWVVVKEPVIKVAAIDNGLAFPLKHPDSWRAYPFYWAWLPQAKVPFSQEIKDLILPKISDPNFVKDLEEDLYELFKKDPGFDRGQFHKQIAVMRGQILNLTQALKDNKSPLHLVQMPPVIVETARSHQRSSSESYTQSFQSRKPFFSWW
#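 Compounds are screened against recombinant PI4K2A using PI as substrate and ATP, the latter dispensed at 300 microM. Reactions run one hour at ambient temperature before ADP-Glo detection; full inhibition defined by wells lacking enzyme.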
# Glioma ERSR ind: qHTS for Inducers of the Endoplasmic Reticulum Stress Response (ERSR) in Human Glioma: qHTS; U87-MG GRP78 promoter luciferase reporter, 16 h; Potency, µM, for the others: at the top dose activation, actives largely listed as activators; actives 0.02% (n = 420,000); AID 602332, 2012; further: potency means the concentration at half of the fitted maximal effect; series mostly up to about 76 µM; % of control where 0% means no effect; nearly all actives have a fitted effect of over 35% in size
#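 Stably transfected U87-MG human glioma cells carrying a GRP78-based luminescent sensor were seeded at 1000 cells/well, pin-dosed with compounds and incubated 16 h. Luciferase reagent was then added, and end-point luminescence was read after 10 min at room temperature.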
# LDHA block: qHTS assay for inhibitors of human lactate dehydrogenase; purified LDHA, NADH/diaphorase-resazurin fluorescence; hits give low values; AID 1347041, 2019; activity change, % (values are at about 110 or 230 µM); L-lactate dehydrogenase A chain (Homo sapiens), P00338; actives 0.15% (n = 480,000); in the data active means activity change below about -30%; inconclusive means mostly about -25% to -30%;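 further: plate controls were DMSO wells for no effect and wells without enzyme for full effect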
#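 Human LDH5 at 2 nM final in Tris HCl pH 7.4 with 0.06 mM NADH and 0.2 mM pyruvate, reacted 5 minutes at room temperature. Remaining NADH coupled via diaphorase/resazurin; resorufin fluorescence read at 0 and 20 minutes, normalized to enzyme-free and DMSO wells.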
# Vif-APOBEC3F blk: qHTS for Inhibitors of Vif-A3F Interactions: qHTS. HeLa A3F-eYFP + Vif (tagged APOBEC3F with the HIV-1 protein that degrades it), YFP fluorescence increase. Potency, µM (series often up to 46.1 µM), for inactives: at the highest dose activity, negative = active. actives 0.2% (n = 390,000); further: potency means the concentration at half of the fitted maximal effect; % of control where 0% means no effect; nearly all actives have a fitted effect of over 65% in size
#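 HeLa cells stably expressing Vif plus C-terminally eYFP-tagged A3F were seeded, incubated overnight at 37 deg C, dosed with compound, incubated overnight again at 37 deg C. Yellow fluorescence (Ex 488/Em 500-530) reported blocked Vif-mediated A3F-eYFP degradation.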
# IDH1 R132H inh: qHTS for Inhibitors of mutant isocitrate dehydrogenase 1 (IDH1): qHTS; IDH1-R132H enzyme, NADPH consumption, diaphorase/resazurin fluorescence; Potency, µM (doses to about 76.6 µM), inactives show at the top dose activity change, negative = inhibition, actives largely listed as inhibitors; actives 0.093% (n = 390,000); AID 602179, 2012; further: potency means the concentration at half of the fitted maximal effect; on the % scale 0 is the no-effect control and ±100 the full control effect; nearly all actives have a fitted effect of over 65% in size
#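 IDH1-R132H (0.5 ug/mL dispensed) in pH 7.5 Tris buffer was preincubated 30 min with compound, then given a substrate mix of 0.016 mM NADPH and 2 mM alpha-KG for 80 min at room temperature; remaining NADPH was read by diaphorase/resazurin fluorescence.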
# RXFP1 agonist: qHTS Assay for Agonists of the Relaxin Receptor RXFP1; HEK293T-RXFP1 cAMP TR-FRET, 30 min; response scale: percent of porcine relaxin response, buffer zero; AID 2676, 2010; actives 0.3% (n = 370,000); Potency, µM (titrated, usually from 57.5 µM), inactives show top-dose activation, usual class: activators; Relaxin receptor 1 (Homo sapiens), Q9HBX9; further: potency means the concentration at half of the fitted maximal effect; on the % scale 0 is the no-effect control and ±100 the full control effect; nearly all actives have a fitted effect of over 60% in size; many of its hits are not listed in these tables
#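 Agonist response is measured as cAMP accumulation in an RXFP1-transfected HEK293T line under PDE4 inhibition. Values are scaled between buffer-only and 29 nM porcine relaxin, and EC50s come from standard Hill equation fits.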
# Active calls of the source: *; u = inconclusive; x = no result given; [ ] = remark or other dose. Unless noted, the call rests on the fitted dose curve; in most records, active means well fitted curve in the direction sought with a large enough effect; inconclusive means small, poorly fitted or top-dose-only effect, or another doubt; inactive means no such curve, though single readings can be large; an effect the other way counts as inactive or inconclusive.
SMILES,Vif-A3G inh,USP1-UAF1 inh,TrxR1 substrate,PI4K2A inh,Glioma ERSR ind,LDHA block,Vif-APOBEC3F blk,IDH1 R132H inh,RXFP1 agonist
Cc1ccc(NC(=O)CC2OC(=O)c3ccccc32)cc1S(=O)(=O)N1CCOCC1 (configuration not stated),1.4%,-24.0%,1.0%,-3.9,-3.4%,-11.4,2.8%,-8.1%,-0.2%
O=C(c1cccc(C(=O)N2CCN(c3ccccc3F)CC2)n1)N1CCN(c2ccccc2F)CC1,-0.6%,-13.4%,7.1%[57.1 µM],3.9,-5.6%,-3.1,6.8%,4.0%,0.6%
CCOc1ccc(C2C(C(=O)Nc3ccccc3)=C(C)Nc3nc(SCc4cc(C)ccc4C)nn32)cc1 (configuration not stated),-2.9%,-6.5%,-3.2%[57.1 µM],-0.5,-4.0%,0.5,-0.2%,1.4%,-0.1%
Cc1csc(NC(=O)c2ccccc2C(=O)O)n1,-0.2%,-2.5%,-7.1%,0.8,-2.8%,0.0,-7.6%,1.1%,-1.3%
CCCC(C)NC(=O)CSc1nc2ccc(C)cc2[nH]1 (configuration not stated),1.8%,-8.6%,8.0%,-0.8,-3.6%,-0.5,-3.9%,-2.5%,0.2%
Cc1cc(C)c2c(-n3cccc3)c(C(=O)NCC(C)c3ccccc3)sc2n1 (configuration not stated),5.0%,u,2.5%,0.7,-2.0%,0.7,5.3%,5.7%,-2.4%
CCCC(=O)Oc1ccc2c(C)cc(=O)oc2c1,-4.0%,-22.3%,72.7%[activator],1.6,-5.1%,-8.5,2.9%,6.4%,11.8%
CCOc1ccc2nc(N3CCCC(C(=O)NCc4ccccc4Cl)C3)sc2c1 (configuration not stated),1.8%,-4.5%,0.1%,-1.7,2.4%,0.1,6.2%,0.0%,-0.9%
CCCN1CCC(C)(C(=O)Nc2cccc(OC(C)C)c2)C1 (configuration not stated),2.3%,x,x,-0.4,-0.4%,1.1,x,x,x
O=C(CC1Sc2ncnn2C1=O)Nc1ccc(Cl)cc1 (configuration not stated),-1.7%,-15.8%,8.2%[57.1 µM],2.3,-8.2%,-4.3,-12.1%,2.9%,-0.3%
Cn1c(=O)c2[nH]c(CNc3ccc(C(=O)O)cc3)nc2n(C)c1=O,1.0%,-23.8%,1.7%[57.1 µM],-6.2,-0.5%,5.4,-1.7%,1.6%,20.3%
COc1ccc(-n2nnc3c(=O)n(CC(=O)Nc4ccc5c(c4)OCCO5)cnc32)cc1OC,-3.4%,-16.7%,13.6%,-4.3,-6.2%,-7.2,1.9%,0.8%,0.7%
CC/C(=N/NC(=O)c1ccccc1O)c1c(C)[nH]n(-c2ccccc2)c1=O,-16.3%,-16.4%,-11.1%,-3.8,3.5%,-10.3,11.8%,-6.1%,x
CN1CCN(C(=O)CCN2C(=O)/C(=C/c3ccccc3Cl)SC2=S)CC1,-23.2%,-29.6%,-6.5%[57.1 µM],5.2,-9.0%,-0.3,-14.7%,-9.5%,-0.5%
O=C(c1ccoc1)N1CCN(c2cc(-c3cccc(F)c3)nc3cc(-c4cccc(Cl)c4)nn23)CC1,-5.9%,-12.8%,x,-0.8,-2.5%,2.3,-7.6%,-4.5%,x
O=C(Cc1ccccc1)NCC1OCCc2ccccc21 (configuration not stated),-1.0%,-18.0%,4.2%[57.1 µM],4.4,-3.8%,-3.8,-10.4%,0.0%,0.7%
Cc1onc(-c2ccccc2)c1C(=O)NC1CCCCC1C (configuration not stated),0.2%,-3.7%,x,-5.6,2.1%,-2.1,-5.5%,1.0%,x
CN(C)c1nc(C(=O)O)nc(N2CCOCC2)n1,0.6%,-0.9%,-1.2%,-1.0,-1.0%,-6.1,-1.1%,-2.0%,7.7%
CCCc1nn2c(=O)c(C(c3ccc(C)cc3)c3c(O)nc4sc(CCC)nn4c3=O)c(O)nc2s1,-1.4%,-22.9%,-0.6%,-8.5,-6.4%,-4.3,-4.7%,-1.1%,2.5%
COc1ccc(CC(=O)Nc2ccc(S(=O)(=O)Nc3cc(C)nc(C)n3)cc2)cc1OC,0.1%,-22.0%,x,3.3,-7.0%,-1.7,0.1%,1.3%,x
COC(=O)C1CCN(C(=O)COC(=O)CSc2ccc(C(N)=O)cc2[N+](=O)[O-])CC1,2.7%,-17.7%,0.0%,-1.9,-4.0%,0.2,-20.5%,4.4%,-0.4%
CSc1ccccc1NC(=O)CSc1nnc(Cc2ccccc2)o1,-5.8%,-12.9%,-7.9%[57.1 µM],-3.2,-4.7%,-0.6,8.1%,-3.0%,3.5%
S=C1NCN(C2CCCCC2)CN1Cc1ccccc1,0.2%,-1.6%,5.8%[57.1 µM],4.3,-4.6%,-5.7,15.2%,3.8%,0.8%
N#CC1(Nc2ccc(C(=O)O)cc2)CCCC1,0.9%,-11.4%,-0.6%[11.4 µM],-2.6,-1.2%,-0.6,0.0%,3.7%,x
Cc1csc2nc(COc3ccc(NC(=O)COc4ccccc4F)cc3)cc(=O)n12,3.0%,-0.1%,-9.3%,0.9,-0.9%,-8.5,2.0%,4.5%,u
Cc1cc(/C=C2\SC(=O)NC2=O)c(C)n1-c1ccc(N(C)C)cc1,0.1%,-7.6%,4.1%[57.1 µM],1.2,1.9%,0.2,-11.9%,2.4%,3.1%
C/C(=N\Nc1nc(N2CCCCC2)nc(N2CCOCC2)n1)c1cccs1,1.5%,-20.4%,6.8%[57.1 µM],-7.5,-5.5%,-2.4,11.9%,1.8%,-3.5%
Cc1ccc(N2CC(C(=O)OCc3ccccc3F)CC2=O)cc1 (configuration not stated),2.0%,5.7%,4.4%[57.1 µM],-2.7,-2.5%,-2.0,-0.1%,4.2%,-0.2%
CCN(CC)C(=O)CSc1nc2cc3c(cc2c(=O)n1Cc1ccco1)OCO3,0.7%,-13.5%,-5.5%,-1.4,2.7%,1.3,-2.5%,4.8%,-1.9%
COc1ccc(OC)c(N/C(=N/C(=S)Nc2ccccc2)Nc2nc(C)cc(C)n2)c1,0.2%,-11.5%,-6.6%,-1.9,-2.6%,-0.6,-1.1%,2.0%,0.3%
O=C(c1ccccc1Cl)N1CCN(C(=O)C2CCCO2)CC1 (configuration not stated),2.8%,-8.5%,-2.5%[57.1 µM],0.8,-0.5%,-10.0,3.9%,1.9%,-0.2%
CC(=O)NC(C)C(c1cccs1)N1CCN(c2ccccc2)CC1 (configuration not stated),2.0%,-12.1%,9.3%,-1.5,-3.2%,-6.8,-6.2%,-0.4%,-0.4%
Cc1csc2nc(O)c(C(=O)NC3CCCCCC3)c(=O)n12,-1.3%,-2.3%,1.4%[57.1 µM],-1.7,-1.2%,0.2,7.4%,-20.8%,2.3%
O=C(COc1ccc(Cl)cc1[N+](=O)[O-])N1CCCCC1,7.0%,-15.1%,-0.7%,-3.2,0.1%,0.1,3.2%,2.7%,-0.5%
COCCNC(=O)c1c[nH]c2ccc(OC)cc2c1=O,0.7%,-14.7%,4.8%,-1.8,-2.9%,0.4,-5.8%,9.5%,-0.4%
C=CCCc1ccc(C#N)c(SCc2c(C(=O)OCC)c3cc(OC(C)=O)c(Br)cc3n2C)n1,1.1%,-16.5%,-0.6%,-5.9,-3.1%,0.5,-8.3%,11.1%,0.7%
CC(NC(=O)C1CCC(=O)N1Cc1ccccc1Cl)c1ccccc1 (configuration not stated),0.5%,-17.4%,3.8%,1.1,-5.2%,-13.7,-6.3%,-4.8%,0.6%
Cc1ccc(S(=O)(=O)NCCC(=O)Nc2cccc(S(N)(=O)=O)c2)cc1C,0.6%,1.0%,-1.8%,-2.8,-3.6%,-5.6,-12.5%,-6.2%,-3.6%
Cn1c(=S)[nH]c2[nH]c(=O)cnc2c1=O,-4.1%,-3.1%,-7.6%[57.1 µM],6.8,-3.3%,-0.9,10.7%,-2.1%,-0.6%

# An excerpt of these results, with bars between the fields.
Molecule | Vif-A3G inh | USP1-UAF1 inh | TrxR1 substrate | PI4K2A inh | Glioma ERSR ind | LDHA block | Vif-APOBEC3F blk | IDH1 R132H inh | RXFP1 agonist
CC(=O)NC(C)C(c1cccs1)N1CCN(c2ccccc2)CC1 (configuration not stated) | 2.0% | -12.1% | 9.3% | -1.5 | -3.2% | -6.8 | -6.2% | -0.4% | -0.4%
COCCNC(=O)c1c[nH]c2ccc(OC)cc2c1=O | 0.7% | -14.7% | 4.8% | -1.8 | -2.9% | 0.4 | -5.8% | 9.5% | -0.4%

# Only part of the results is shown; rates above refer to the full screens.
